# HT1080 IDH1KD tx – toxicity to HT-1080 IDH1 knockdown cells (counter line) | Potency, µM (series often up to 46.1 µM), for the others: at the highest dose activity, negative = toxicity, actives largely listed as cytotoxic | HT-1080 IDH1 knockdown viability, ATP luminescence, 48 h | hit rate 2% among 360,000;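 also: potency is read from the fitted curve at half-maximal effect; 0% = DMSO wells and -100% = cell-free medium wells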
#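 Knockdown cells (IDH1KD HT-1080) received compounds 2 h after plating at 750 cells/well and were kept 48 h at 37 °C in 5% FBS RPMI. A CellTiter-Glo luminescence read gave % activity for curve fitting.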
# KB-V1 cytotox – KB-V1 MDR subline cytotoxicity | hit rate 3.4% among 400,000 | KB-V1 MDR cells viability, CellTiter-Glo, 72 h | Potency, µM (top dose mostly 46.1 µM), for inactives: at the top dose activity change, negative = cytotoxicity, hits mostly cytotoxic; also: potency is read from the fitted curve at half-maximal effect; % is scaled to controls: 0 for no effect and ±100 for the full control effect; nearly all actives have a fitted effect of over 60% in size
#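 KB-V1 MDR subline cells in DMEM (phenol-red free, 10% FBS) exposed to compounds in qHTS concentration series for 72 h at 37 degrees C. Viability read by CellTiter-Glo luminescence; concentration-effect curves fitted after normalization and correction.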
# IL1B secr inh – inhibitors of inflammasome signaling (IL-1 beta secretion); THP-1 LPS/ATP IL-1B secretion, AlphaLISA, 16 h; hits give low values; activity change, % at 57.5 µM; hit rate 4.7% among 360,000; in the data active = activity change below about -50%; inconclusive = mostly about -30% to -49%; also: % is scaled to controls: 0 for no effect and ±100 for the full control effect
#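 Secreted IL-1B measured by AlphaLISA bead assay after 16 h compound exposure of THP-1 cells; compounds (final up to 57.5 uM) added 1 h before LPS (250 ng/mL) and ATP (1.25 mM) stimulation; lower signal means less secretion.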
# DRD3 antagonist – antagonists of human D3 dopamine receptor | D3R cells, DiscoveRx beta-arrestin luminescence, antagonist mode; hits give low values | P35462 | hit rate 2.5% among 360,000 | max response, negative = inhibition, % | AID 652054; in the data active = max response below about -50%; inconclusive = no clear call, values can overlap the other calls; also: % is scaled to controls: 0 for no effect and ±100 for the full control effect; mostly tested at two doses, the higher about 12 µM
# Target sequence (P35462 whole entry, looked up): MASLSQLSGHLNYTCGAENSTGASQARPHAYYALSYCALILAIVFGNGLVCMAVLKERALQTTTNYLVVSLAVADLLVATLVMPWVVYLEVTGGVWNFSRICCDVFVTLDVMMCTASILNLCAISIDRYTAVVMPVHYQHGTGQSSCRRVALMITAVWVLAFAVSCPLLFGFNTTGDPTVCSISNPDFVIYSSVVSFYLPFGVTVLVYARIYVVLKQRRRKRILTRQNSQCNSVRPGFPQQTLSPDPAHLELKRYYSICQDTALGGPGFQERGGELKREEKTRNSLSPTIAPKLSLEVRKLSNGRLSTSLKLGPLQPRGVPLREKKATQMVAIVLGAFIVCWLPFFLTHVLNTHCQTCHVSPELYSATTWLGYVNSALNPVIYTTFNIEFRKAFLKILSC
#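 Cells plated overnight at 1500 cells/well, then exposed to library compounds with dopamine controls for 90 minutes at 37 degrees C. DiscoveRx reagent added for 30–60 minutes at room temperature; luminescence read, quantitative HTS format.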
# KB-3-1 tox – KB-3-1 parental cell cytotoxicity; KB-3-1 viability, CellTiter-Glo ATP luminescence, 72 h; Potency, µM (titrated, usually from 46.1 µM), inactives show at the highest dose activity change, negative = cytotoxic, hits mostly cytotoxic; hit rate 1.4% among 400,000; AID 1347075; also: potency is read from the fitted curve at half-maximal effect; % is scaled to controls: 0 for no effect and ±100 for the full control effect; nearly all actives have a fitted effect of over 60% in size
#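 Cytotoxicity in the drug-sensitive parental line KB-3-1 was scored as loss of CellTiter-Glo luminescence following 72 h incubation with compound. Values come from curve fitting of normalized concentration-response data.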
# D3 ag – activates the human D3 dopamine receptor; hit rate 0.58% among 410,000; P35462; D3R DiscoveRx beta-arrestin cells, luminescence, 90 min; max activation, %; in the data active = max activation above about 30%; also: 0% is about no effect; mostly tested at two doses, the higher about 12 µM
#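 Agonist-mode cell screen: cells plated at 1500/well and incubated overnight at 37 °C, then exposed to library compounds for 90 min at 37 °C. Detection reagent was added for 30–60 min at room temperature, and luminescence was read.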
# GLP1R ag – GLP-1 receptor (human) agonism; HEK293 GLP-1R CRE-luciferase, luminescence, 4-6 h; cells express a hypersensitive GLP-1R form; Potency, µM (titrated, usually from 45.6 µM), for inactives: top-dose activation, most hits filed as activators; hit rate 0.007% among 380,000; AID 624172; also: potency is read from the fitted curve at half-maximal effect; % of control where 0% means no effect
# Target sequence (P43220 whole entry, looked up): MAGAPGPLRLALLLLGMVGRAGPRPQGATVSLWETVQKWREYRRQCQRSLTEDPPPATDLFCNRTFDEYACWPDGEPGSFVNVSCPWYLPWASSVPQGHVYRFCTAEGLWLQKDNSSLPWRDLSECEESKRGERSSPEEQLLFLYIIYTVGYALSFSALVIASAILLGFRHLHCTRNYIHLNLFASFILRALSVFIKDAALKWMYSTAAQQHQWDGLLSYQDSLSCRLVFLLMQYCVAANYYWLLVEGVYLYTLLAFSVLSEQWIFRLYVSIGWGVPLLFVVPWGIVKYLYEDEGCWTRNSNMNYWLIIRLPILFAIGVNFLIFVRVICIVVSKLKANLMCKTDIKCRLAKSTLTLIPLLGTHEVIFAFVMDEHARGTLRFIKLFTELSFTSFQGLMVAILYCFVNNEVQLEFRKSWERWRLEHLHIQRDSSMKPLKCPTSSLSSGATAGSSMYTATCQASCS
# SW480 rerep – inducers of DNA re-replication in SW480 colon cancer cells; SW480 DNA re-replication, Hoechst DNA content imaging, 48 h; Potency, µM (series often up to 46.1 µM), for inactives: at the highest dose re-replication activation, usual class: activators; hit rate 1.8% among 340,000; also: potency is read from the fitted curve at half-maximal effect; % of control where 0% means no effect; nearly all actives have a fitted effect of over 55% in size
#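 Readout is total intensity of Hoechst-stained nuclei, excited at 405 nm and collected at 500-530 nm. Compound treatment lasted 48 hr at 37 C in 5% CO2 before staining.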
# HT1080-NT tox – kills 2HG-producing HT-1080-NT fibrosarcoma cells | HT-1080-NT fibrosarcoma viability, CellTiter-Glo ATP luminescence, 48 h | Potency, µM (doses to about 46.1 µM), for inactives: top-dose activity, negative = less viability, hits mostly cytotoxic | hit rate 1.6% among 360,000 | AID 686970;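 also: NT is the 2HG producing partner of a matched IDH1 knockdown line; potency is read from the fitted curve at half-maximal effect; 0% = DMSO-treated cells and -100% = media-only wells without cells; nearly all actives have a fitted effect of over 55% in size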
#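 Fibrosarcoma NT cells, 750 per well in 5% FBS RPMI, were exposed to compound for 48 hours. Viability: CellTiter-Glo luminescence.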
# Active calls of the source: *; ? = inconclusive; . = no result given; [ ] = remark or other dose. Unless noted, calls follow the shape of the dose curve; as a rule, active = well fitted curve in the direction sought with a large enough effect; inconclusive = small, poorly fitted or top-dose-only effect, or another doubt; inactive = no such curve, though single readings can be large; an effect the other way counts as inactive or inconclusive.
SMILES,HT1080 IDH1KD tx,KB-V1 cytotox,IL1B secr inh,DRD3 antagonist,KB-3-1 tox,D3 ag,GLP1R ag,SW480 rerep,HT1080-NT tox
CC1CCCN(CC(O)COc2ccc3c(c2)OCO3)C1 (stereo not drawn),14.7%,3.2%,0.0,-18.3,5.4%,-19.8,-1.7%,-22.1%,-0.5%
Cc1cccn2c(=O)c3cc(C(=O)NCCCOC(C)C)sc3nc12,-1.4%,-3.4%,-12.7,27.2,8.2%,5.8,14.9%,16.1%,10.6%
COc1cccc(C2=CC(=O)CC(c3ccco3)C2)c1 (stereo not drawn),-15.7%,6.3%,-8.2,2.4,4.7%,-9.8,26.5%,-13.0%,-2.4%
Cc1onc(-c2ccccc2)c1C(=O)N/N=C/c1cc(Br)c(O)c(Br)c1,-0.2%,.,11.6,7.4,.,-1.2,-10.1%,-4.1%,0.2%
Cc1ccc(Cl)cc1N1CCN(C(=O)CN2C(=O)COc3ccc(S(=O)(=O)N4CCOCC4)cc32)CC1,.,-13.8%,.,.,-7.9%,1.4,7.6%,.,.
O=C(c1c(Cl)cccc1Cl)N1CCN(c2ccccn2)CC1,-6.6%,-0.3%,-7.5,15.4,1.2%,3.8,3.6%,3.3%,2.6%
O=S(=O)(Nc1cccc(-c2ccc(N3CCCCC3)nn2)c1)c1ccc(F)cc1F,.,-5.1%,.,.,2.9%,-5.0,0.8%,.,.
COCCNC(=O)/C(C#N)=C/C=C/c1ccccc1[N+](=O)[O-],?,?,-107.0*,-25.7,-0.1%,-7.5,1.1%,23.1%,?
CCc1ccc(C2=Nn3c(nnc3-c3cccs3)SC2)cc1,?,?,-6.2,-15.9,?,-6.4,12.8%,13.2%,-22.5%
CCc1cccc(OCC(=O)Nc2ccc(C(=O)O)cc2NC(=O)COc2cccc(CC)c2)c1,?,0.0%,?,-1.0,9.4%,2.3,-0.4%,-11.2%,?
CCn1nc(C(=O)OCC(=O)Nc2nc(-c3ccc(OC)cc3)cs2)c2ccccc2c1=O,-14.1%,24.0%,-5.9,89.9,3.6%,35.2*,11.5%,?,-2.0%
O=C(COc1cccc2ccccc12)N/N=C/c1ccc(Sc2nc3ccccc3s2)o1,-12.8%,-5.4%,-5.4,2.8,7.2%,3.8,2.6%,-0.5%,-11.0%
COc1ccc(CCNC(=O)C(=O)NCc2ccc(C(C)C)cc2)cc1OC,0.1%,?,46.7,-10.1,-5.0%,3.5,-7.4%,1.4%,0.9%
CCc1sc(C(=O)N2CCc3ccccc32)cc1C,-4.7%,-20.8%,-5.6,-8.9,-17.3%,-6.0,2.2%,?,-10.2%
CS(=O)(=O)Nc1cccc(S(=O)(=O)N2CCN(C(=O)c3ccccc3)CC2)c1,16.3%,-4.5%,-7.7,0.3,-0.5%,-0.2,3.4%,2.2%,28.4%
Clc1ccc2c(c1)C1OCCC1C(c1ccco1)N2 (stereo not drawn),-29.2%,?,-74.0*,-14.3,?,1.5,24.4%,13.5%,-29.6%
O=C(CCN1CCN(Cc2ccccc2)CC1)Nc1cccc(Cl)c1,-24.2%,23.1µM*,0.0,-58.8*,-1.8%,0.3,3.9%,4.0%,-1.6%
O=C(c1cccc(F)c1)N1CCN(C(=O)c2nn3cccnc3c2Cl)CC1,26.0%,?,3.7,8.4,8.3%,4.7,-1.7%,?,16.7%
CC1CCCCN1c1nnc(NC(=O)Cn2c(=O)oc3ccccc32)s1 (stereo not drawn),-1.1%,35.0%,37.0,10.7,2.9%,3.5,-3.9%,-12.2%,-2.7%
C[C@@H]1CC=C[C@H]2[C@H]1C(=O)N(Cc1ccccc1)[C@H]2c1cccc([N+](=O)[O-])c1,-15.1%,-23.5%,0.0,-11.5,-20.8%,-9.0,1.5%,-4.9%,-11.9%
CCc1nn(C(C)C(=O)N2CC(C)CC(C)C2)c(=O)c2cc3occc3n12 (stereo not drawn),8.3%,-6.7%,16.9,6.6,5.0%,7.7,3.2%,-3.9%,7.4%
CN(Cc1ccccc1)Cc1cc(=O)oc2ccc3ccccc3c12,-11.6%,-31.2%,30.7,29.1,-0.3%,4.7,27.2%,.,0.4%
O=C(NCc1ccc(F)cc1)C1CCN(S(=O)(=O)N2CCCCC2)CC1,7.7%,-17.5%,0.0,-10.8,0.2%,1.4,-5.2%,-15.2%,-0.2%
O=C(Oc1ccc(N(Cc2cccs2)C2=NS(=O)(=O)c3ccccc32)cc1)c1ccc(Cl)cc1,-5.8%,-9.7%,-2.2,4.1,-25.4%,-0.9,-11.5%,1.3%,-2.2%
C#CCOCCOCCOCCNc1nc(N2CCN(C(=O)[C@H](CCCCN)n3cc(CC(C)O)nn3)CC2)nc(N2CCN(C(=O)[C@H](CCCCN)n3cc(CC(C)O)nn3)CC2)n1 (stereo partly drawn),17.3%,?,4.3,-4.8,-6.9%,6.9,-2.9%,0.2%[9.22 µM],6.8%
Clc1ccc(-c2nnc(Sc3nc4ccccc4o3)c3ccccc23)cc1,11.2µM*,-15.3%,-103.7*,?,?,-22.4,7.1%,-3.5%,11.2µM*
O=C1/C(=C/c2ccccn2)COc2ccccc21,-13.9%,-7.7%,8.7,9.3,-0.8%,-4.9,25.3%,?,-21.4%
O=C(CCSCc1ccccc1Cl)NCc1cccs1,10.0%,-2.1%,-0.5,-14.5,0.2%,-9.0,6.7%,-1.1%,-0.6%
Cc1cccc(NC(=O)Nc2ccc(OCc3ccccc3)cc2)n1,?,-0.3%,24.8,-3.4,0.0%,2.3,5.6%,-4.6%,?
Cn1c(=O)oc2cc(S(=O)(=O)N3CCC(C(=O)N4CCN(c5ccccc5)CC4)CC3)ccc21,9.3%,11.7%,-7.3,38.7,?,3.0,-4.2%,-12.8%,21.6%
CCSc1nc2c([nH]c3ccccc32)c(=O)n1-c1ccc(F)cc1,.,?,.,.,9.7%,3.3,4.3%,.,.
CC(NC(=O)CCCCCN1C(=O)c2ccccc2C1=O)c1ccc2c(c1)CCCC2 (stereo not drawn),-15.1%,-28.2%,2.6,16.3,12.4%,4.1,-1.0%,-3.2%,0.0%
O=C(Cc1ccc([N+](=O)[O-])cc1)Nc1ccc2c(c1)CCC2,6.9%,-10.7%,-7.9,-20.1,-0.8%,-9.3,3.3%,-6.8%,-12.9%
COc1ccc(CCNC(=O)COC(=O)Cc2ccc(OC)cc2)cc1,25.7%,0.0%,10.8,14.8,15.1%,5.7,-5.6%,1.1%,26.7%
COc1ccccc1CNC(=O)[C@H](CCSC)NC(=O)[C@@H]1Cc2ccccc2CN1,0.5%,0.0%,-6.9,-14.5,?,-43.2,-1.7%,7.31µM*,-0.2%
Cc1cccc(C)c1-n1nnnc1C(c1ccccc1)N1CCN(C/C=C/c2ccccc2)CC1 (stereo not drawn),?,-8.9%,21.6,-132.7*,0.0%,-25.5,2.5%,.,?
CCOc1ccc(N2CC(C(=O)Nc3ccc(S(=O)(=O)Nc4nccs4)cc3)CC2=O)cc1 (stereo not drawn),13.3%,5.2%,-3.5,-6.4,5.7%,4.2,0.9%,-6.0%,13.7%
CCCC(=O)N1CCC1(C)C(=O)NS(=O)(=O)c1ccc(Cl)cc1 (stereo not drawn),0.4%,3.1%,26.0,3.6,0.0%,6.2,-3.6%,.,?
Cc1[nH]nc2c1C(Cc1ccccc1)C(C#N)=C(N)O2 (stereo not drawn),-3.0%,8.9%,-6.1,16.2,-2.1%,-5.1,-2.5%,0.1%,-2.5%
Cc1[nH]c(C)c(S(=O)(=O)N2CCN(c3cccc(Cl)c3)CC2)c1C(=O)N1CCCCC1,-11.6%,-29.6%,-3.0,0.1,?,3.4,-6.0%,-4.4%,1.7%

# As a working copy, some entries already given:
SMILES,HT1080 IDH1KD tx,KB-V1 cytotox,IL1B secr inh,DRD3 antagonist,KB-3-1 tox,D3 ag,GLP1R ag,SW480 rerep,HT1080-NT tox
CCOc1ccc(N2CC(C(=O)Nc3ccc(S(=O)(=O)Nc4nccs4)cc3)CC2=O)cc1 (stereo not drawn),13.3%,5.2%,-3.5,-6.4,5.7%,4.2,0.9%,-6.0%,13.7%
CCCC(=O)N1CCC1(C)C(=O)NS(=O)(=O)c1ccc(Cl)cc1 (stereo not drawn),0.4%,3.1%,26.0,3.6,0.0%,6.2,-3.6%,.,?
Cc1[nH]nc2c1C(Cc1ccccc1)C(C#N)=C(N)O2 (stereo not drawn),-3.0%,8.9%,-6.1,16.2,-2.1%,-5.1,-2.5%,0.1%,-2.5%
Cc1[nH]c(C)c(S(=O)(=O)N2CCN(c3cccc(Cl)c3)CC2)c1C(=O)N1CCCCC1,-11.6%,-29.6%,-3.0,0.1,?,3.4,-6.0%,-4.4%,1.7%

# Next section
SMILES,HT1080 IDH1KD tx,KB-V1 cytotox,IL1B secr inh,DRD3 antagonist,KB-3-1 tox,D3 ag,GLP1R ag,SW480 rerep,HT1080-NT tox
O=C(CNC(=O)c1ccccc1F)Nc1ccccc1C(F)(F)F,10.9%,-6.3%,13.8,3.0,-9.7%,1.9,1.5%,-4.3%,2.2%
CN(C)CCCNC(=O)C[C@H]1C[C@H](C(=O)N2CCCCC2)[C@@]2(CCc3ccccc3)c3[nH]c4cc(CCC(=O)N(C)C)ccc4c3CCN2C1=O,2.9%,18.2%,-10.4,5.0,9.8%,5.7,18.0%,?,0.4%
CSc1nsc(SCC(=O)N2CCCc3ccccc32)n1,-6.6%,-12.2%,-5.9,10.3,0.0%,-2.4,8.0%,2.9%,2.8%
COc1ccc(C(=O)OCC(=O)NCc2ccco2)cc1S(=O)(=O)N1CCN(c2cccc(Cl)c2)CC1,-15.2%,0.0%,-2.8,-23.7,-16.6%,4.3,1.3%,-0.4%,-1.8%
CC(=O)Nc1sc(C)c(C)c1C(=O)OCC(=O)N(CC(C)C)C1CCS(=O)(=O)C1 (stereo not drawn),-5.4%,?,-16.7,2.7,?,0.6,15.7%,18.5%,-16.7%
COc1ccc(OC)c(NC(=S)N2CCCC2)c1,13.4%,?,8.6,0.8,4.1%,-2.0,-5.2%,-1.5%,?
Cc1ccc(NC(=O)N2CCCCC2)cc1NC(=O)N1CCCCC1,8.8%,-0.7%,-19.4,21.2,-11.9%,0.7,-3.6%,-17.1%,10.0%

# Screens from PubChem BioAssay.

# This is a random part of the collection; overall some 12% were active at least once.
